# High-throughput results from PubChem BioAssay.
# mHTT CaM bind – mHTT-calmodulin interaction abrogation | P42858 | 3.6% of 190,000 active | AlphaScreen His-mHTT/GST-CaM binding, luminescence | inhibition, % at 15 µM;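 note: 0% = both proteins with DMSO and 100% = one protein alone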
# Pf apPOL block – Pf-apPOL DNA polymerase inhibition | inhibition, % at 10 µM | 0.25% of 210,000 active | Recombinant Pf-apPOL, molecular beacon fluorescence, 1.5 h
# * marks the source's active call; other numbers are inactive results; i = inactive; . = no result given; & = joins results of further samples. Cut-off read from the data, not from the text of the source: active = inhibition above about 50%; inactive = the rest.
# Order of values: mHTT CaM bind, Pf apPOL block
1. O=C(CCCN1C(=O)c2cccnc2C1=O)N1CC(=O)N(CCc2ccccc2)C(=O)C1
    7, -54
2. COc1ccc(-n2nc3c(c2NC(=O)c2ccc(Cl)cc2Cl)CS(=O)(=O)C3)cc1
    10, -6
3. Cc1ccc(CNS(=O)(=O)c2ccc(F)c(C(=O)Nc3ccccc3Br)c2)cc1
    0, 0
4. O=C(Nc1cccc(F)c1)C1CC(=O)N(c2ccc3c(c2)CCN3C(=O)C2CCC2)C1 (stereo not drawn)
    3, -4
5. COc1ccc(C)cc1NC(=O)N1CCc2nc3cc(-c4ccccc4)[nH]n3c(=O)c2C1
    2, 0
6. NC(=S)NN=Cc1ccccc1
    ., -10&3
7. CCN(CC)CCCNCc1c(F)cccc1Cl
    13, -12
8. CCn1c(C2CCN(C(=O)Cc3cccc(OC)c3)C2)nc2cccnc21 (stereo not drawn)
    -3, -4
9. Cc1ccc(S(=O)(=O)N2CCSC2c2ccc(Br)cc2)cc1 (stereo not drawn)
    -67, -3
10. Cc1cccc(NC(=O)c2ccc(N3CCCC3)nn2)n1
    -7, -10
11. COc1ccc(Cl)cc1S(=O)(=O)n1nnc2ccccc21
    18, -1
12. Cc1ccccc1C1CCCN1C(=O)c1cc(C(C)C)on1 (stereo not drawn)
    -7, 6
13. CCCN1CSC(=S)N(CCC)C1
    ., 0
14. Cc1ccc(C2=NN(C(=O)CN3CCOCC3)C(c3ccccc3C)C2)cc1C (stereo not drawn)
    51*, -1
15. O=C(c1c(F)cccc1Cl)N1CC(c2nc(-c3ccccn3)no2)C1
    -6, -4
16. COc1cc(/C=c2\sc3nc4ccccc4n3c2=O)cc(Br)c1O
    4, -11
17. O=C1CC(c2ccccc2)CC2=C1C(c1cccc(C(F)(F)F)c1)Nc1ccccc1N2 (stereo not drawn)
    61*, -16
18. COc1ccc(NC(=O)CSc2nc3ccccc3o2)c(OC)c1
    -23, -1
19. O=C1CC[C@@H](O)CCN1CC[C@H](Sc1ccc(Br)cc1)c1ccccc1
    27, -10
20. COc1ccc(S(=O)(=O)N2CCCC2C(=O)NCCc2csc(C)n2)cc1OC (stereo not drawn)
    -4, -1

# Other compounds follow.
# Order of values: mHTT CaM bind, Pf apPOL block
21. COc1ccc(C2SCCN2S(=O)(=O)c2ccc(C)cc2)cc1Br (stereo not drawn)
    -27, -5
22. COCC(=O)NC1CCN(c2ccccc2)C1=O (stereo not drawn)
    -6, -2
23. CC(=NO)c1csc(-c2snnc2C)n1
    ., 3&-5
24. O=c1n(CCCN2CCN(c3cccc(Cl)c3)CC2)nc2ccccn12
    ., 23
25. COc1ccc2nc(N3CCC(C(=O)NCc4ccccc4)CC3)sc2c1
    6, -1
26. CCOc1ccc(NC(=O)C(C)C)c([N+](=O)[O-])c1
    2, 1
27. Nc1nc(-c2cccc([N+](=O)[O-])c2)cs1
    10, -10&-4
28. CC(C)CC(=O)NCCC1CCN(C(=O)NC2CCCCC2)CC1
    -5, -4
29. COc1ccc(Cl)cc1NC(=O)c1cc2nc(-c3ccccc3)cc(C)n2n1
    -4, -1
30. O=C(NC1CC1)c1ccccc1N1CCC(NC(=O)C2CCC2)CC1
    1, 3
31. CCc1cc2c(N3CCCCCC3)ncnc2s1
    -14, 1
32. CCOc1ccccc1CNC(=O)C1CCCN(c2nnc3ccc(Cl)cn23)C1 (stereo not drawn)
    16, -3
33. CC1CCCC(NC(=O)Cc2cn(C)c3ccccc23)C1C (stereo not drawn)
    11, -13
34. O=C(O)CCC(=O)N1N=C(c2ccc(Br)cc2)CC1c1ccccc1 (stereo not drawn)
    0, 2
35. Cc1cc2n(n1)CCC(=O)N2CCCC(=O)NCCCN1CCN(C2CCCCC2)CC1
    -1, -4
36. CCc1ccc(NC(=O)C23CCC(C2)C(C)(C)C3=O)cc1 (stereo not drawn)
    -12, -4
37. O=C(O)c1cccc(Nc2nc(-c3ccncc3)cs2)c1
    2, -2
38. O=C(NC1CC2CC1N(C(=O)CCc1ccccc1)C2)c1cccs1 (stereo not drawn)
    7, 1
39. CCCOc1ccc(C(O)=C2C(=O)C(=O)N(CCCN3CCOCC3)C2c2cccnc2)cc1 (stereo not drawn)
    0, -19
40. CCOc1ccc(Nc2nc(CC(=O)O)cs2)cc1
    25, -6

# Further results.
# Order of values: mHTT CaM bind, Pf apPOL block
41. COc1ccc(N2C(=O)C3C4C=CC(C4=C4CCCC4)C3C2=O)cc1 (stereo not drawn)
    2, -1
42. CC(C)CNS(=O)(=O)/C=C/c1ccc(F)cc1CNC(=O)OC(C)(C)C
    1, -1
43. COc1ccc(OC)c(NC(=O)c2ccccc2NC(=O)c2ccco2)c1
    15, -10
44. COc1cc(NC(=O)c2ccccc2)c(OC)cc1NC(=O)CCc1ccccc1
    27, -12
45. CCCOc1ccc(C2Nc3ccc4ncccc4c3C3=C2C(=O)CCC3)cc1 (stereo not drawn)
    58*, 0
46. O=C(NCC1CCN(c2cc(-c3cccnc3)[nH]n2)CC1)c1ccc(F)c(Cl)c1
    25, -2
47. Cc1ccc(Cl)cc1N1C=C(C#N)S(=O)(=O)c2ccc(Cl)cc21
    -6, -1
48. COc1ccc(OC2OC3COC(C)(C)OC3C(O)C2NC(C)=O)cc1 (stereo not drawn)
    -8, -8
49. COCCNC(=O)C1CCN(c2nccnc2Sc2ccccc2)CC1
    -6, -4
50. O=C(Nc1cccn2nc(C3CC3)nc12)C1CCCO1 (stereo not drawn)
    -9, -2
51. COCC(C)NC(=O)c1cc(-c2ccco2)on1 (stereo not drawn)
    -6, -3
52. COc1cc2nc(-c3ccc4c(c3)C(=O)N(c3ccccc3OC)C4=O)oc(=O)c2cc1OC
    2, 2
53. O=C1C=C(NCCN2CCOCC2)CC(c2ccccc2)C1 (stereo not drawn)
    -1, 3
54. CCSc1nnc(NC(=O)Cc2ccc(OC)cc2)s1
    0, 0
55. CC(C)NC(=O)c1ccc2c(c1)NC(=O)C1CCCCN21 (stereo not drawn)
    -3, 0
56. Cc1ccc(N2CCC(NC(=O)Nc3ccc(C)c(C)c3)C2=O)cc1 (stereo not drawn)
    -1, 1
57. COc1cccc(OCC(=O)O/N=C(\N)Cc2ccc(Cl)cc2)c1
    i, -1
58. O=c1c(F)cn(C2CCCO2)c(=O)n1Cc1ccc(Cl)cc1 (stereo not drawn)
    -7, -5
59. C=CCN1C(C(=O)OC)CN(Cc2cn(Cc3ccc(OC)cc3)nn2)CCS1(=O)=O (stereo not drawn)
    -7, 1
60. CN1C(=O)c2ccccc2C(C(=O)Nc2ccc(F)cc2)C1c1cccs1 (stereo not drawn)
    2, 4

# More results
no.	smiles	mHTT CaM bind	Pf apPOL block
61	COc1ccc(C(=O)NC2CCN(C(=O)c3cc(-c4cccs4)[nH]n3)CC2)c(OC)c1	-4	-13
62	Cc1ccc(CNC(=O)C(=O)Nc2c(C)cc(C)cc2C)cc1	2	-8
63	Cc1cc(C)c(S(=O)(=O)NCCCN2CCOCC2)cc1Br	3	-4
64	Cc1cccc(C(=O)c2ccccc2C(=O)O)c1	.	-5
65	O=S1(=O)CC(N2CCCC2)CN1Cc1cn(Cc2ccc(F)cc2)nn1 (stereo not drawn)	0	-6
66	CCOc1ccc(-n2nc3ccc(NC(=O)Cc4ccc(Cl)cc4)cc3n2)cc1	-5	-3
67	CC(C)(C)C(=O)Nc1nnc(-c2cccs2)o1	11	2
68	Cc1cc(C)cc(NC(=O)c2ccc([N+](=O)[O-])cc2Cl)c1	6	-2
69	NC(=Nc1nc(=O)c2ccccc2s1)NC(=O)c1cccc(Br)c1	-6	3
70	O=C(Nc1nnc(CS(=O)(=O)c2ccccc2)o1)c1ccc2c(c1)OCCO2	2	-1
71	COc1ccc(CC(=O)N2CCc3nc[nH]c3C2)cc1	-14	-2
72	O=C(NC1CC1)c1ccc(N2CCC(NCc3ccc(C(F)(F)F)cc3)C2)nc1 (stereo not drawn)	23	-1
73	Cn1c(C(C#N)C(=O)c2ccccc2Br)nc2ccccc21 (stereo not drawn)	.	1
74	Cc1cc(NS(=O)(=O)c2ccc3c(c2)OCCO3)no1	.	-1
75	Cc1scc2nc(C(=O)N3CCN(C4CCCC4)CC3)nc(N3CCCC3)c12	14	-3

# (next part)
no.	smiles	mHTT CaM bind	Pf apPOL block
76	O=C(N/C(=C\c1ccccc1F)C(=O)N1CC2CC(C1)c1cccc(=O)n1C2)c1ccccc1 (stereo not drawn)	6	-5
77	COc1ccccc1CN1CCC(N2CCN(C)CC2)CC1	-4	-2
78	CCCNC(=O)c1nnn(Cc2ccccc2Cl)c1-n1cccc1	8	-2
79	CC1CCC(N2C(=O)c3ccccc3C2C(=O)NC2CCCCC2)CC1 (stereo not drawn)	43	-8
80	COc1ccc(C(=O)NC2(c3nc(C)no3)CCCCC2)c(C)c1	-15	3
81	Cc1n[nH]c(C)c1S(=O)(=O)N1CCc2c(nc(-c3ccc(F)cc3)[nH]c2=O)C1	21	2
82	Cc1ccc2oc(-c3cccc(NC(=O)Cc4ccccc4)c3C)nc2c1	-5	-3
83	CCc1nc(NCC(C)C)c2cnn(-c3ccccc3Cl)c2n1	-8	1
84	Cc1ccc(NC(=O)C2CCC(N3C(=O)c4ccccc4C3=O)CC2)cc1Cl (stereo not drawn)	0	-16
85	CCOc1ccc(N2CC(C(=O)N3CCC(C)CC3)CC2=O)cc1 (stereo not drawn)	-2	2
86	COc1ccc(-c2nc(SC)n(C(C)=O)n2)cc1OC	-8	-3
87	O=[N+]([O-])c1ccc(Nc2ccccc2)c([N+](=O)[O-])c1	.	-4
88	CCS(=O)(=O)N1CCN(Cc2ccccc2[N+](=O)[O-])CC1	5	-14
89	Cc1ccc(CNC(=O)c2nc(-c3oc4ccccc4c3C)no2)cc1	-16	2
90	Clc1ccc(Cn2cnc3ccccc32)cc1Cl	52*	-5

# Following part.
no.	smiles	mHTT CaM bind	Pf apPOL block
91	COc1cc(C=Nc2sc3c(c2C#N)CCCC3)ccc1OCC#N	-7	-6
92	CC1CCCN(S(=O)(=O)c2ccc3nc(-c4ccccc4)[nH]c3c2)C1 (stereo not drawn)	11	-9
93	CCCc1nc(-c2c(C)cc(C)nc2NC(=O)c2ccccc2F)no1	1	-1
94	CC(C)NC(=O)N1CCCC(c2cccc(C(=O)NCCN3CCCCCC3)c2)C1 (stereo not drawn)	4	-2
95	Cc1c(Cl)cccc1NS(=O)(=O)c1cccc2nsnc12	1	-1
96	COc1ccc2c(c1)OC1(C)CC2/C(=C(\C)O)C(=O)N1 (stereo not drawn)	4	-3
97	COc1cc(Br)cc2c1OC(c1ccc3c(c1)OCO3)C([N+](=O)[O-])=C2 (stereo not drawn)	68*	-3
98	CCc1ccc(S(=O)(=O)Nc2ccccc2C)cc1	-12	-2
99	CC1SC(NC(=O)COc2ccccc2)=NC1=O (stereo not drawn)	5&19	-1&-8
100	COc1ccc(CCNC(=O)C2CC2c2ccccc2)cc1OC (stereo not drawn)	-2	-1
101	O=C(NC1CCCC1)C1CCN(c2ncccc2-c2nc(-c3cccc(F)c3)no2)CC1	0	-3
102	CN1C(=O)CCc2cc(NC(=O)c3cccnc3)ccc21	-7	1
103	CC1CN(C(=O)Nc2ccc(Cl)cc2)CC1c1nc(-c2cccnc2)no1 (stereo not drawn)	-1	-1
104	Cc1noc(C2CN(C(=O)Nc3ccccc3Cl)CC23CCOCC3)n1 (stereo not drawn)	-5	1
105	COc1cccc(NC(=O)CCCC(=O)O)c1	0	12

# Other compounds follow:
no.	smiles	mHTT CaM bind	Pf apPOL block
106	CC(Oc1ccccc1)C(=O)Nc1ccc(-c2nc3ccccc3[nH]2)cc1 (stereo not drawn)	48	0
107	CCCCOc1cc(N)ccc1NS(=O)(=O)c1ccc(C)cc1	14	-1
108	O=C(c1ccoc1)N1CCC(OCc2nc(C3CC3)no2)CC1	-5	-4
109	COc1ccccc1NC(=O)C1CCN(c2cc(=O)n(C)c(=O)n2C)CC1	38	-3
110	CC(C)N1C(=O)Cc2ccccc2C1C(=O)NCc1ccccc1 (stereo not drawn)	-3	0
111	Cc1ccc(S(=O)(=O)NCCSC(C)(C)C)cc1	-7	6
112	Cc1cccc(CNC(=O)c2sc3cc(F)ccc3c2Cl)c1	-25	-8
113	CCOc1ccccc1CNC(=O)C1CCN(c2nc3ccccc3o2)CC1	35	-13
114	CNc1nc2c(s1)C(=O)CC(C)(C)C2	2	-12
115	CCS(=O)(=O)c1ccccc1C(=O)Nc1cccc(-c2nc3ccccc3o2)c1	39	0
116	O=C(Nc1ccc(Cl)cc1Cl)c1cccc(Cl)c1	-16	4
117	CCOC(=O)C1=C(O)CN=C1C	.	-7
118	CC(=O)Nc1ccc(SC[C@H](Cc2ccccc2)N2CC[C@@H](C(C)(C)C)CCC2=O)cc1	19	0
119	Cc1cccc(C)c1NC(=O)c1cc(S(=O)(=O)N2CCc3ccccc3C2)ccc1F	6	36
120	O=C(COc1ccccc1)Nc1c2c(nn1-c1ccc(Cl)cc1)CS(=O)(=O)C2	-6	-10
121	O=C(Nc1cccc(Cl)c1)N1CCC(CCOc2ccncc2)CC1	-5	-2
